# Source: PubChem (National Center for Advancing Translational Sciences (NCATS))
# Tb PGK inh: T. brucei PGK inhibition. P07378. PGK/GAPDH coupled, Kinase-Glo luminescence, 60 min. Potency, µM (top dose mostly 57.5 µM), for inactives: at the top dose activity change, negative = inhibition, usual class: inhibitors. 380,000 compounds, 0.043% hits. AID 602233; also: potency is read from the fitted curve at half-maximal effect; % is scaled to controls: 0 for no effect and ±100 for the full control effect; nearly all actives have a fitted effect of over 60% in size
# Target sequence (P07378 whole entry, looked up): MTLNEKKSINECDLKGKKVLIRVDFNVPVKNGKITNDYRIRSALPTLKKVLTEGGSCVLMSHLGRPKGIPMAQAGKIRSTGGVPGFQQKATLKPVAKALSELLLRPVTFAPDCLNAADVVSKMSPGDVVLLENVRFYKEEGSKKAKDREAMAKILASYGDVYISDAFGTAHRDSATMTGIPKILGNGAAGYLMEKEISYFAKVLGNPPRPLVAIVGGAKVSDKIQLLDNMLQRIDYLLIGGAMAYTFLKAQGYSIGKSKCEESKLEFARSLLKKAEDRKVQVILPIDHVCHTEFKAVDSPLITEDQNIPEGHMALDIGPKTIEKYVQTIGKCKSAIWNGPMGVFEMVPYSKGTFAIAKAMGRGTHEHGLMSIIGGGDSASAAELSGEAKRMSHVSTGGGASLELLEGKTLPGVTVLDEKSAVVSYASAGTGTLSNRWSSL
#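 Recombinant glycosomal PGK reaction used 1,3-bisphosphoglycerate generated in-well by GAPDH (100nM final) in 100mM TEA pH 7.6, 5mM MgCl2, 0.01% Tween-20. After 60 minutes at room temperature, ATP was read by Kinase-Glo Plus luminescence end-point.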
# PI4K2A block: PI4K2A (human) kinase inhibition; Q9BTU6; purified PI4K2A, ADP-Glo luminescence, 1 h; active compounds read low; 420,000 compounds, 0.13% hits; activity change, negative = inhibition, % at 76.9 µM; AID 1346378; in the data active = activity change below about -50%; inconclusive = mostly about -30% to -49%;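 also: -100% = wells without enzyme as full effect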
#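 PI4K2A activity was measured by ADP-Glo luminescence: enzyme (4 ug/mL stock) and phosphatidylinositol (1.2 mM stock) in Tris pH 7.5/MgCl2/EGTA/Triton X-100 buffer were reacted with ATP (300 microM stock) for one hour at ambient temperature.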
# TrxR1 substrate: rat thioredoxin reductase 1 substrate activity | purified TrxR1 substrate turnover, NADPH consumption readout | Potency, µM (titrated, usually from 114 µM), inactives show at the highest dose activity change, negative = substrate turnover | 390,000 compounds, 0.01% hits; also: potency is read from the fitted curve at half-maximal effect; % is scaled to controls: 0 for no effect and ±100 for the full control effect; nearly all actives have a fitted effect of over 50% in size
# Target sequence (O89049 whole entry, looked up): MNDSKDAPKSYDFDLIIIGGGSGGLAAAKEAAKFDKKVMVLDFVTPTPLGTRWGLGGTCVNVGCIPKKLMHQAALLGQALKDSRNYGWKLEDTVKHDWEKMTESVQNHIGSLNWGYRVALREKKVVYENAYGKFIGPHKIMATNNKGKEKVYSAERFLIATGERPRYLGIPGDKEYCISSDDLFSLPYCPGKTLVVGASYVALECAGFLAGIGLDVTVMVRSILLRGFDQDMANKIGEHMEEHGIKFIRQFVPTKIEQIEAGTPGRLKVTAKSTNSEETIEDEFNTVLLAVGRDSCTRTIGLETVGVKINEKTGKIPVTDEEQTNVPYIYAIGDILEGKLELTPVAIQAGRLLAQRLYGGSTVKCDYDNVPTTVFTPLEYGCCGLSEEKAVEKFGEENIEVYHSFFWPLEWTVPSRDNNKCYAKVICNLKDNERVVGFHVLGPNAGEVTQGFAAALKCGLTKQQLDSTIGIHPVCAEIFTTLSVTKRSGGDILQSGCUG
#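 Rat TrxR1, dispensed at 90 nM, was prereduced with 400 uM NADPH (final) for 5 min at ~22 deg C, then incubated with compound 15 min before 400 uM selenite. A first-read NADPH fluorescence drop versus no-compound background flagged substrates.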
# HP1b binding inh: inhibitors of HP1-beta chromodomain binding to methylated histone tails. P83916. AlphaScreen HP1-beta / biotin-H3K9me3 peptide binding. Potency, µM (series often up to 114 µM), inactives show at the highest dose activity change, negative = inhibition, actives largely listed as inhibitors. 390,000 compounds, 0.56% hits. AID 540317; also: potency is read from the fitted curve at half-maximal effect; nearly all actives have a fitted effect of over 70% in size; inactives centre near 23
#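 Compound inhibition of the preformed complex between 50 nM HP1-beta and 50 nM biotinylated H3K9me3 peptide was read by AlphaScreen. Buffer was PBS pH 7.4 with 0.01% Tween-20. Incubations ran 30 min at room temperature, with 10 ug/mL donor/acceptor beads.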
# TrxR1 inh: blocks rat thioredoxin reductase 1 | recombinant rTrxR1, NADPH fluorescence consumption, selenite substrate | 390,000 compounds, 1% hits | Potency, µM (titrated, usually from 114 µM), for the others: at the highest dose activity change, negative = inhibition, actives largely listed as inhibitors; also: potency is read from the fitted curve at half-maximal effect; % is scaled to controls: 0 for no effect and ±100 for the full control effect; nearly all actives have a fitted effect of over 65% in size
#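 Rat TrxR1 (90 nM in the dispensed reagent) was pre-reduced with 400 uM NADPH for 5 min at room temperature, then incubated with compound for 15 min. After 400 uM selenite was added, NADPH fluorescence (Ex 340/Em 450 nm) was followed for 8 min.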
# GLS inhibitor: inhibitors of human glutaminase (GLS); Potency, µM (series often up to 45.5 µM), for the others: at the highest dose activity change, negative = inhibition, hits mostly inhibitors; GLS enzymatic activity, qHTS titration; 410,000 compounds, 0.21% hits; AID 624170; also: potency is read from the fitted curve at half-maximal effect; % is scaled to controls: 0 for no effect and ±100 for the full control effect
#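 Human kidney-isoform GLS in 45 mM KH2PO4 pH 8.2, 0.02% Tween-20, with compound, started with 1mM L-Glutamine (added stock). Glutamate oxidase/HRP/Amplex red coupled fluorescence read at start and after 30 min at RT.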
# Pin1 inhibitor: blocks the human prolyl isomerase Pin1; Q13526; Pin1 FP peptide displacement, HiFluor488, 10 min; Potency, µM (titrated, usually from 115 µM), for the others: at the highest dose activity, negative = inhibition, usual class: inhibitors; 390,000 compounds, 0.009% hits; active = well fitted inhibition curve with a large enough effect in the polarisation, with a control signal flat, not every such curve was filed as active; inconclusive = small, poorly fitted or top-dose-only effect, or effect the other way, or a change in a side signal; inactive = no such curve, though single readings can be large or run the other way; the % refers to the polarisation; also: potency is read from the fitted curve at half-maximal effect; % is scaled to controls: 0 for no effect and ±100 for the full control effect
# Target sequence (Q13526 whole entry, looked up): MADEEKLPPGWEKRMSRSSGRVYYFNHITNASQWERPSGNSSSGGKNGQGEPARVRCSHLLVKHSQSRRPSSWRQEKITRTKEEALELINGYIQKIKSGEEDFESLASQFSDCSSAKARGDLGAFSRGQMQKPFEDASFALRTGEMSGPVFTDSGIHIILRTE
# USP1 inh: blocks the human USP1/UAF1 deubiquitinase complex. recombinant USP1/UAF1, Ub-Rhodamine cleavage fluorescence. 390,000 compounds, 0.23% hits. Potency, µM (highest dose often 57.1 µM), without a hit: at the highest dose activity change, negative = inhibition, usual class: inhibitors; also: potency is read from the fitted curve at half-maximal effect; % is scaled to controls: 0 for no effect and ±100 for the full control effect; nearly all actives have a fitted effect of over 60% in size; inactives centre near -12
#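 USP1/UAF1 complex (1 nM) preincubated 15 min at room temperature with compound, then Ub-Rho substrate (150 nM final) added. Kinetic fluorescence at 480/540 nm over 6 reads at 60 s intervals; 50 mM HEPES pH 7.8, 0.5 mM EDTA, 0.1 mg/ml BSA, 1 mM TCEP, 0.01% Tween-20.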
# mIDH1 inhibitor: blocks human mutant IDH1 R132H enzyme; O75874; IDH1-R132H enzyme, NADPH consumption, diaphorase/resazurin fluorescence; Potency, µM (highest dose often 76.6 µM), for inactives: top-dose activity change, negative = inhibition, most hits filed as inhibitors; 390,000 compounds, 0.093% hits; AID 602179; also: potency is read from the fitted curve at half-maximal effect; % is scaled to controls: 0 for no effect and ±100 for the full control effect; nearly all actives have a fitted effect of over 65% in size
#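 IDH1-R132H (0.5 ug/mL) preincubated 30 min with compound, then NADPH (0.016 mM) and alpha-KG (2 mM) added; 80 min at RT, pH 7.5. Remaining NADPH coupled via diaphorase/resazurin to fluorescence (540/590 nm); concentration-response curves normalized to no-enzyme control.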
# * = called active by the depositor; i = inactive; ? = inconclusive; · = no result given; & = joins results of further samples; [ ] = another dose, or the depositor's remark. Unless noted, calls follow the shape of the dose curve; as a rule, active = well fitted curve in the direction sought with a large enough effect; inconclusive = small, poorly fitted or top-dose-only effect, or another doubt; inactive = no such curve, though single readings can be large; an effect the other way counts as inactive or inconclusive.
SMILES,Tb PGK inh,PI4K2A block,TrxR1 substrate,HP1b binding inh,TrxR1 inh,GLS inhibitor,Pin1 inhibitor,USP1 inh,mIDH1 inhibitor
COc1ccc(S(=O)(=O)NCC(c2ccc(N(C)C)cc2)N2CCCC2)cc1 (stereo unspecified),-6%,0,2%[57.1 µM],6%,12%[57.1 µM],23%,-8%,-12%,-7%
O=C(CN1C(=O)c2ccccc2C1=O)OCC(=O)c1ccc(F)cc1,-8%,-3,-4%,10%,-5%,2%,1%,-3%,2%
COc1ccc(OC)c(/C=C/C(=O)OCC(=O)NCc2cccs2)c1,i,-5,19%,54%[activator],-17%,5%,-6%,-16%,0%
CC(=O)c1cccc(N=C2NC(=O)C(CO)(CO)S2)c1,-9%,1,2%,-8%,2%,-4%,4%,-15%,4%
O=C(O)CSc1nnc(C2COc3ccccc3O2)n1-c1ccccc1 (stereo unspecified),0%,-7,9%,31%,11%,13%,-6%,-6%,0%
Cc1ccc(NCC(=O)c2ccccc2)cc1Cl,-9%,1,-4%,26%,7%,2%,-5%,-16%,4%
Cc1cc(C)c2nc(-c3ccccn3)cc(C(=O)NCc3cc(C)n(C)n3)c2c1,-6%,-9,50%,2%,53%[activator][57.1 µM],-15%,5%,-7%,4%
COC(=O)N/N=C/c1c(C)cc(C)cc1C,-2%,3,11%[57.1 µM],26%,13%[57.1 µM],3%,-12%,-15%,8%
Cc1noc(C)c1COc1cccc(C(=O)Oc2ccc3c(c2)OCO3)c1,-9%,1,6%,52%[activator],10%,22%,9%,-8%,2%
CCCOc1ccc(/C=N/Nc2ccccn2)cc1OC,-2%,-2,-15%[57.1 µM],40%[activator],20%[57.1 µM],-18%,19%,-11%,3%
CC(=O)c1cn(CC(=O)Nc2ccc(C)cc2)c2ccccc12,i,3,-24%[57.1 µM],44%,7%[57.1 µM],-3%,-1%,-13%,0%
CC1CN(c2oc(Cc3cccc4ccccc34)nc2C#N)CC(C)O1 (stereo unspecified),8%,6,9%[57.1 µM],-47%,-7%[57.1 µM],10%,-2%,-14%,5%
CCCC(CCC(=O)Nc1nccs1)C(=O)O (stereo unspecified),-10%,2,2%[57.1 µM],31%[activator],6%[57.1 µM],-10%,1%,?,5%
Cc1ccc(NC(=O)COC(=O)c2cccc3c(=O)c(C)c(-c4ccccc4)oc23)cc1,1%,3,-6%,43%[activator],6%,1%,11%,-19%,-3%
Cc1ccc(CSc2nn3c(=O)c(C)nnc3s2)cc1,i,-5,-10%,24%,-13%,4%,-9%,-9%,6%
N#Cc1ccc(C(c2nnnn2CCc2ccccc2)N2CCCCCC2)cc1 (stereo unspecified),·,-7,5%[11.4 µM],26%,-6%[11.4 µM],0%,0%,-11%,1%
CC(NC(=O)COC(=O)c1ccc(OCC2CCCO2)cc1)c1ccccc1Cl (stereo unspecified),-4%,0,-4%,29%,8%,1%,2%,-8%,8%
Nc1ncnc2c1ncn2[C@@H]1O[C@H](CNCC(O)CO)[C@@H](O)[C@H]1O (stereo partly specified),2%,-3,1%,31%,22%,-15%,1%,-19%,-7%
COc1ccc2nc3oc(C(=O)Nc4ccc(OC)c(OC)c4)cc3cc2c1,-2%,-1,47%[activator],25%,6%,-2%,28%,-14%,2%
CCCCCCn1c(=O)c(Cc2ccccc2)c(O)c2ccccc21,-11%,3,5%,30%,-13%,2%,-5%,-11%,16%
CN(C)S(=O)(=O)c1ccc(S(=O)(=O)NCc2cccs2)cc1,i,-2,2%,31%,17%,2%,1%,-24%,-3%
O=C1CCCN1c1ccc(C(=O)N(Cc2nnc(-c3ccccc3Cl)o2)C2CC2)cc1,-8%,1,-4%,30%,3%,2%,4%,-4%,6%
COc1ccc(COC(=O)C2=C(C)NC(=O)NC2c2ccc(F)cc2)cc1 (stereo unspecified),-8%,-1,-7%,12%,6%[57.1 µM],-8%,1%,-21%,0%
COC(=O)c1cccc(Cn2c(Cl)c(/C=N/NC(=O)c3ccccc3Cl)sc2=O)c1,-7%,1,-6%,17%,?,2%,?,-17%,6%
COc1cnc(-c2ccccc2)nc1Oc1ccc(C(C)(C)C)cc1,-10%,-3,-6%,69%[activator],22%,2%,?,-9%,4%
CN1C(=O)c2ccc(S(=O)(=O)c3ccc(C(=O)O)cc3)cc2C1=O,-2%,-1,5%,13%,9%,11%,1%,3%,-5%
CCCN(CC1CC1)S(=O)(=O)c1ccc(-n2cnnn2)c(OC)c1,-4%,-20,-2%,?,8%,-2%,0%,-6%,5%
COC(=O)Cc1c(-c2[nH]c3ccccc3c2CC(=O)OC)[nH]c2ccccc12,-1%,0,15%,19%,-3%,9%,-4%,-17%,2%
CC1(C)Nc2ccccc2C(=O)N1NC(=O)c1ccccc1,-3%,0,34%[activator],62%[activator],10%[57.1 µM],18%,1%,-8%,11%
Cn1c(SCC(=O)N2CCN(c3cccc(Cl)c3)CC2)nnc1-c1ccncc1,-3%,3,4%,14%,17%,9%,-9%,-2%,4%

# Rewritten as tab-separated lines: part of the list above.
molecule	Tb PGK inh	PI4K2A block	TrxR1 substrate	HP1b binding inh	TrxR1 inh	GLS inhibitor	Pin1 inhibitor	USP1 inh	mIDH1 inhibitor
CCCCCCn1c(=O)c(Cc2ccccc2)c(O)c2ccccc21	-11%	3	5%	30%	-13%	2%	-5%	-11%	16%
CN(C)S(=O)(=O)c1ccc(S(=O)(=O)NCc2cccs2)cc1	i	-2	2%	31%	17%	2%	1%	-24%	-3%

# Next section
SMILES,Tb PGK inh,PI4K2A block,TrxR1 substrate,HP1b binding inh,TrxR1 inh,GLS inhibitor,Pin1 inhibitor,USP1 inh,mIDH1 inhibitor
O=C(O)/C(=C\c1ccc2ccccc2c1)c1cccc2ccccc12,-6%,-2,-11%,28%,-18%,9%,?,-30%,-3%
O=C(Cn1nc(C(=O)O)c2ccccc2c1=O)Nc1cccc(S(=O)(=O)N2CCOCC2)c1,7%,2,0%,37%,11%,13%,-8%,-12%,7%
O=C(NCc1ccncc1)C1CCCCC1,3%,3,3%,?,5%,-5%,-2%,-4%,-1%
CC(C)CNC(=O)C1CCN(c2ccc(S(=O)(=O)N3CCOCC3)cc2[N+](=O)[O-])CC1,3%,-5,-6%,22%,9%,3%,1%,0%,4%
CCOC(=O)c1c(N)n[nH]c1-c1ccccc1,-3%,4,0%[57.1 µM],14%,-6%[57.1 µM],-3%,?,-4%,4%
CCCOc1cccc(C2C(C(=O)c3ccco3)=C(O)C(=O)N2CCCn2ccnc2)c1 (stereo unspecified),i,6,-6%,5%[57 µM],-27%,2%,6%,-22%,16%
Cc1cc(Br)ccc1NC(=O)C(Cc1ccccc1)NS(=O)(=O)c1ccc(Br)s1 (stereo unspecified),0%,-1,-6%,19%,-1%,-2%,-2%,-29%,-6%
CCCS(=O)(=O)c1c(S(=O)(=O)CCC)c2cnccn2c1C(=O)c1ccc(OC)cc1,5%,2,-3%,60%[activator],10%,1%,1%,-4%,5%
CC(C)(C)c1ccc(C(=O)OCC(=O)NC2CC2)cc1,-10%,-2,0%,13%,20%[57.1 µM],-1%,-5%,-22%,4%
O=c1[nH]c2ccc(NC(=S)Nc3ccc(F)cc3)cc2[nH]1,-10%,2,4%,-1%,-2%,38%[activator],-1%,-15%,31%[activator]
CCOC(=O)C1CCN(S(=O)(=O)c2cc(Br)cc3c2N(C(C)=O)C(C)C3)CC1 (stereo unspecified),3%,2,8%[57.1 µM],35%[activator],9%[57.1 µM],?,-8%,-19%,0%
O=C(O)c1ccc(-n2[nH]c3c(c2=O)CCCC3)cc1,-2%,2,-1%[57.1 µM],41%[activator],-5%[57.1 µM],11%,-16%,-11%,-8%
CCOC(=O)C1=C(C)N(C)C(=S)NC1c1cc(OC)ccc1OC (stereo unspecified),5%,-1,-7%[57.1 µM],20%,-1%[57.1 µM],-20%,3%,-16%,0%
CCOC(=O)c1c(-c2ccc(OC)cc2)cn2ccccc12,-3%,7,17%,28%,8%,25%,1%,-8%,-17%
Cc1cccc(N2CCN(C(=O)c3c(C)oc4ncnc(N5CCCCC5)c34)CC2)c1C,2%,3,-11%,5%,3%,-21%,-6%,-19%,-15%
Cn1c2cc(Br)sc2c2cnn(Cc3c(F)cccc3Cl)c(=O)c21,0%,0,-3%,29%,7%,6%,-6%,·,·
O=C(COC(=O)/C=C/C(=O)OCC(=O)Nc1ccccc1F)Nc1ccccc1F,-5%,3,2%,27%[57 µM],-15%,-5%,2%,-9%,-5%
Cc1ccc(Nc2nc(N)c([N+](=O)[O-])c(N3CCOCC3)n2)cc1C,-13%,12,4%[57.1 µM],-23%,8%[57.1 µM],-13%,?,-8%,3%
C[C@H]1CCC(=O)N([C@H](CSc2ccc(Br)cc2)Cc2ccccc2)CC1,-8%,6,-7%&-5%,48%[activator],7%&20%,-13%,-5%,-16%,7%
CCOC(=O)c1oc2ccc(S(=O)(=O)n3nc(-c4cc(OC)cc(OC)c4)cc3N)cc2c1C,-2%,2,-4%,37%,18%,-6%,10%,-17%,8%
Cc1cc(C)n2nc(C(=O)OCC(=O)c3c[nH]c4ccccc34)nc2n1,-5%,-2,3%,9%,8%,?,74%[activator],-24%,-8%

# These rows are one share of the data. The share of hits here may be higher or lower than overall.
